From PubChem BioAssay
Kir21 inh: Kir2.1 (mouse) channel inhibition. P35561. AID 1672. B-score at 10 µM. hit rate 0.85% among 310,000. HEK293-Kir2.1, FluxOR thallium flux fluorescence; hits give low values;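 active = fluorescence ratio B-score at or below minus 3 SD of library scores, with starting-brightness B-score within 2 SD, cut at about -4.2 in these data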;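 note: channel flux triggered by added potassium and thallium sulfate stimulus; B-score of peak minus minimum fluorescence over baseline after thallium stimulus; more negative B-score means stronger Kir2.1 block with less thallium influx; some compounds called inactive have numbers as strong as hits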
Target sequence (P35561 whole entry, looked up): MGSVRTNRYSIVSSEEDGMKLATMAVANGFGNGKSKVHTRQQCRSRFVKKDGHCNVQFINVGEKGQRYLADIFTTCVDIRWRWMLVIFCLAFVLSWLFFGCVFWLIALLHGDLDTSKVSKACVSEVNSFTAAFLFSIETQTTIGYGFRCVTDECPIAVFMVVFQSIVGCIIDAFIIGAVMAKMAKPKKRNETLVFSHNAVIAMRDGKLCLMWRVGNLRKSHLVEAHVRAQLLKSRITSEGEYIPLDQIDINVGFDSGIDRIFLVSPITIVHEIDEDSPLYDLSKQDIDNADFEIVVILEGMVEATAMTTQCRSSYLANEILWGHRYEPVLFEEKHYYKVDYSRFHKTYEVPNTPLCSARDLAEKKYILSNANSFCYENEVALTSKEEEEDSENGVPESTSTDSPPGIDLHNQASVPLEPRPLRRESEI
KCNQ2 inh: KCNQ2 potassium channel inhibitors, primary screen, cell-based, CHO-K1, FluxOR thallium flux, B-score (AID 2156) | O88943 | B-score at 10 µM | hit rate 1.1% among 310,000 | 20 min; hits give low values;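 active = fluorescence ratio B-score at most minus 3 library SDs, with starting brightness B-score within 2 library SDs, cut at about -5.5 in these data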
* hit, by the source's call; i = inactive. An unsorted share of the library; any-hit rate near 1.8%.

SMILES	Kir21 inh	KCNQ2 inh
COc1ccc(Cn2c(=O)oc3ccccc32)cc1F	0.05	i
CN(Cc1ccc(Cl)cc1Cl)C(=O)c1cc(=O)c2ccccc2o1	-0.02	i
O=C(Cc1cccc2ccccc12)NCCc1ccccc1	-1.9	i
Cc1cccnc1NC(=O)CNC(=O)C12CC3CC(CC(C3)C1)C2	0.74	i
Cc1ccccc1OCCn1c(C)nc2ccccc21	-0.43	i
CCNC(=O)CCSc1nnc(-c2ccncc2)o1	1	i
COc1ccc(/C=C/C(=O)c2cc(F)ccc2OC(=O)c2ccccc2C)cc1OC	0.74	i
CCCNS(=O)(=O)c1cccc(C(=O)OCc2cc(=O)oc3cc(OC)ccc23)c1	0.21	i
Cc1ccccc1Cn1ccc(NC(=O)c2cc3ncc(Br)cn3n2)n1	-0.59	i
CC(C)(C)n1nc2c(c1NC(=O)c1ccc(C(F)(F)F)cc1)CS(=O)(=O)C2	-0.77	i
CC(C1CC1)N(Cc1ccccc1)C(=O)NC(=O)c1cccc(F)c1 (stereo not drawn)	-0.74	i
COc1ccc(CCNC(=O)NC23CC4CC(CC(C4)C2)C3)cc1OC	1.4	i

One compound at a time, as listed above.
CN(Cc1ccc(Cl)cc1Cl)C(=O)c1cc(=O)c2ccccc2o1 as listed: Kir21 inh: -0.02; KCNQ2 inh: i
CC(C1CC1)N(Cc1ccccc1)C(=O)NC(=O)c1cccc(F)c1 (stereo not drawn) as listed: Kir21 inh: -0.74; KCNQ2 inh: i
COc1ccc(CCNC(=O)NC23CC4CC(CC(C4)C2)C3)cc1OC as listed: Kir21 inh: 1.4; KCNQ2 inh: i

Following part
SMILES	Kir21 inh	KCNQ2 inh
CC1Cc2ccccc2N1C(=O)CSc1nc2ccccc2o1 (stereo not drawn)	0.3	i
CCOC(=O)c1c(C)[nH]c(C)c1C(=O)CSc1nc2ccccc2c(=O)n1-c1ccccc1C	0.63	i
Cc1ccc2occ(CN3CCN(c4ccccc4)CC3)c(=O)c2c1	-1.1	i
COc1ccc(-n2c(Cc3cccn3C)nnc2SCC(=O)N2CCCC2)cc1	-0.32	i
CC12CCC(=O)N1C(C(=O)N1CCN(c3ccccc3)CC1)CS2 (stereo not drawn)	-1.1	i
Cc1ccnc(NC(=S)NC(=O)c2cncc(Br)c2)c1	0.6	i
CCOC(=O)C1=C(COC(=O)c2cccc(NC(C)=O)c2)NC(=O)NC1C (stereo not drawn)	-2.2	i
c1ccc(OCCCCN2CCOCC2)cc1	0.05	i
CCOCCCN1CC(=O)N2[C@@H](Cc3c([nH]c4ccccc34)C2(C)C)C1=O	2.1	i
N#CCCN(C(=O)COC(=O)C1CCN(S(=O)(=O)c2ccc3c(c2)OCCO3)CC1)c1ccccc1	-1.9	i
CCc1ccc(CN2CCN(S(=O)(=O)Cc3ccccc3)CC2)cc1	0.52	i
O=C(CSc1nnc(NC(=O)c2ccccc2F)s1)NCC1CCCO1 (stereo not drawn)	0.28	i
Cc1nc2c(=O)[nH]c3ccccc3c2o1	-0.52	i
COc1cccc(C(=O)N/N=C(\C)c2cccc(NC(=O)c3ccc(F)cc3)c2)c1OC	0.11	i
CC1CN(C(=O)Nc2cccc(C(F)(F)F)c2)CC(C)O1 (stereo not drawn)	-0.5	i
Cc1ccc(C)c(N=Cc2c(O)c3ccccc3oc2=O)c1	-1.4	i
C#CC[N+]1(CC#Cc2ccc(C)cc2)CCCCC1	0.26	i
Brc1ccc(-c2nnc(-c3ccccc3)o2)o1	-0.26	i
Cc1ccc(-n2c(SCC(=O)c3c(N)n(C)c(=O)n(C)c3=O)nc3sc4c(c3c2=O)CCCC4)c(C)c1	2.7	i
O=C(Nc1ccncc1)C1c2ccccc2Oc2ccccc21	-0.2	i
CC(=O)C1C(c2ccc(C)cc2)c2c(noc2C)CC1(C)O (stereo not drawn)	-0.88	i
Cc1cccc(Nc2nnc(SCC(=O)Nc3ccc(C(=O)O)cc3)s2)c1	1.5	i
Cc1ccc(-n2ncc(C(=O)Nc3ccc(Cl)cc3)c2C2CCNCC2)cc1C	-2.9	i
CN(C)c1nc(Oc2ccc(N)cc2)nc(N(C)C)n1	-0.04	i
CN(C)S(=O)(=O)Oc1ccc(Cl)cc1C(=O)Nc1ccc(F)cc1F	0.36	i
O=C(c1cccnc1)N1CCN(c2ccc([N+](=O)[O-])cc2Cl)CC1	1.6	i
Cc1ccc(NC(=O)CSc2nn(-c3ccccc3)c(=S)s2)cc1S(=O)(=O)N(C)C	0.21	i
Cc1ccc(C(CC(=O)O)Nc2nc(N3CCOCC3)nc(N3CCOCC3)n2)cc1 (stereo not drawn)	1.3	i
COC(=O)c1cc(OC)c(OC)cc1NC(=O)CC1CCCCC1	-0.53	i
Cc1cc(=O)[nH]c(SCC(=O)Nc2nc3ccccc3s2)n1	1.6	i
COc1ccccc1OCCCOc1ccc([N+](=O)[O-])cc1Cl	0.36	i
CC(C)CC(=O)NC(=S)N(Cc1ccccc1)Cc1ccccc1	2.2	i
COc1cc(NC(=O)c2ccco2)c(OC)cc1NC(=O)Nc1ccccc1Cl	1.9	i
COc1ccc(CC(=O)OCc2cc3cccc(C)c3[nH]c2=O)cc1	0.06	i
CC(=O)CSc1nnc(-c2ccc(S(=O)(=O)N3CCOCC3)cc2)n1C	1.1	i
O=C1CN(C(=O)c2cccs2)c2ccccc2N1	0.08	i
O=C(COC(=O)c1ccc(Br)o1)NCc1ccco1	0.01	i
O=C(CN(Cc1cccs1)C(=O)CNS(=O)(=O)c1ccccc1)NCc1ccco1	-0.16	i
CCCOc1ccc(/C(O)=C2/C(=O)C(=O)N(c3cc(C)on3)C2c2ccc(C(=O)OC)cc2)cc1 (stereo not drawn)	0.07	i
COc1ccc(-c2nc(CN3CCCCC3c3nccn3C)c(C)o2)c(C)c1C (stereo not drawn)	-1.6	i
O=S(=O)(c1ccccc1Cl)N1CCCC1c1nc(-c2ccccc2Cl)no1 (stereo not drawn)	-0.19	i
Cc1nn(-c2ccccc2)c(C)c1/C=N/NC(=O)c1cc(-c2cccc3ccccc23)n[nH]1	0.06	i
COc1ccc(NS(=O)(=O)c2cc(NC(=O)/C=C/c3ccccc3OC)ccc2N2CCCCC2)cc1	0.64	i
Cn1nnnc1SCC(=O)NCc1ccccc1	1.4	i
O=C(COc1ccccc1)Nc1c2c(nn1-c1ccc(F)cc1)CS(=O)(=O)C2	-0.02	i
O=C(CSc1nc2ccccc2c(=O)[nH]1)N1CCN(c2ccccc2)CC1	1.8	i
CCOc1nc2cnccc2n(CC(=O)Nc2ccc(C)c(C)c2)c1=O	0.26	i
COc1cc([N+](=O)[O-])cc2cc(C(=O)N3CCCC3)c(=O)oc12	-0.1	i
CC1CN(S(=O)(=O)c2cn(C)c(=O)n(C)c2=O)CC(C)O1 (stereo not drawn)	0.99	i
COC(=O)c1cn(C(=O)c2cc(Cl)ccc2Cl)c2ccccc12	-1.2	i
COc1cccc(NC(=S)NC(=O)c2cncc(Br)c2)c1	-0.7	i
CCCCN(C(=N)N1CCCCC1)c1nc(C)c([N+](=O)[O-])c(=O)[nH]1	1.3	i
COc1cc(Cl)c([C@@H]2C[C@H]3CN(c4ccccc4)C(=O)[C@]34CCCN24)cc1OC	0.58	i
C=C(C)CNC(=S)Nc1cccc(N)n1	-0.05	i
O=C(c1cc2ccccc2o1)N1CCN=C1SCc1cccc(F)c1	-0.19	i
COc1cccc(C(=O)COc2ccccc2N2C(=O)C3C4C=CC(C4)C3C2=O)c1 (stereo not drawn)	0.38	i
CCOC(=O)c1ccccc1NC(=O)c1cn(CC)c2nc(C)ccc2c1=O	-0.98	i
O=C(c1ccc(Cl)cc1)N1CCN(c2ccc(F)cc2)CC1	-0.01	i
CC1=C(Nc2ccc(C(=O)O)cc2)C(=O)c2ccccc2C1=O	-0.82	i
CCC(=O)c1ccc(OCC(=O)N(Cc2nnc(-c3ccccc3Cl)o2)C2CC2)cc1	0.05	i

Pulled by structure from above:
SMILES	Kir21 inh	KCNQ2 inh
CC(C)(C)n1nc2c(c1NC(=O)c1ccc(C(F)(F)F)cc1)CS(=O)(=O)C2	-0.77	i
COC(=O)c1cn(C(=O)c2cc(Cl)ccc2Cl)c2ccccc12	-1.2	i
Cc1ccc(C)c(N=Cc2c(O)c3ccccc3oc2=O)c1	-1.4	i

Further entries
SMILES	Kir21 inh	KCNQ2 inh
CNC(=O)c1c(NC(=O)CCS(=O)(=O)c2ccc(Cl)cc2)sc2c1CCN(C(=O)OC)C2	-0.61	i
CSC1=NCCN1C(=O)c1cccc(C(F)(F)F)c1	-0.71	i
Cc1noc(C)c1S(=O)(=O)NCC(=O)O	1.8	i
Cc1cc(Cl)ccc1NC(=S)NCc1ccc(Cl)cc1	-0.33	i
CCN(CC(=O)Nc1c(F)cccc1F)C(=O)CCCc1nc2ccccc2c(=O)[nH]1	-0.47	i
Nc1cc(N)nc(SCC(=O)NCC2CCCO2)n1 (stereo not drawn)	0.31	i
CS(=O)(=O)N(CC(=O)Nc1ccc(Br)cc1F)C1CCCCC1	-0.26	i
COc1ccc(CCN(C(=O)C(F)(F)F)C(C(=O)NC2CCCCC2)c2ccc(C)s2)cc1OC (stereo not drawn)	0.44	i
Cc1sc2nc(CN3CCCC3)nc(N3CCC(C(N)=O)CC3)c2c1C	1.4	i
Fc1ccc(Nc2ncnc3sccc23)cc1	2.4	i
Cc1cc(C)c2c(CC(=O)O)c(C)[nH]c2c1	-0.17	i
COc1ccc(-c2nnc(SCC(=O)O)n2C)cc1OC	2	i
CCOC(=O)c1sc(C)c2c1NC(c1ccc(Cl)cc1)NC2=O (stereo not drawn)	0.76	i
CN(C)c1ccc(S(=O)(=O)NCC(=O)N2CCN(c3ccccc3)CC2)cc1[N+](=O)[O-]	0.17	i
Clc1ccc(Cn2ncc3c(N4CCCC4)ncnc32)cc1	0.04	i
C#CCNC(=O)C1=C[C@H](c2ccc3c(c2)OCO3)C[C@H](OCCCCO)O1	-0.73	i
Fc1ccccc1NC(=S)NN(Cc1ccccc1)c1ccccc1	-2.1	i
CC(=O)c1ccc(S(=O)(=O)N(C)CC(=O)NCC2CCCCC2)cc1	0.64	i
COc1ccc(NC(=O)NC(=O)c2ccccc2)cc1	0.24	i
Cc1sc2ncn(CC(=O)N3CCN(c4ccccn4)CC3)c(=O)c2c1S(=O)(=O)N1CCC(C)CC1	-0.19	i
Cc1cc(=O)oc2cc(Oc3ccc(C(N)=O)cc3[N+](=O)[O-])ccc12	2.5	i
COc1ccccc1C(=O)NCC(=O)Nc1cccnc1	-0.13	i
CC(CNC(=O)CN1C(=O)c2cccnc2Oc2ccc(Cl)cc21)c1ccccc1 (stereo not drawn)	-0.89	i
COC(=O)NNC(=O)c1cccc(C)c1	0.11	i
O=C(c1ccc(COc2ccc3ccccc3c2)o1)N1N=C(C(F)F)CC1(O)C(F)F (stereo not drawn)	0.17	i
Cc1ccc(S(=O)(=O)Oc2ccc(/C=C3\C(=N)N4N=C(S(C)(=O)=O)SC4=NC3=O)cc2)cc1	0.05	i
Cc1cccc(NC(NC(=O)Cc2ccccc2)C(Cl)(Cl)Cl)c1 (stereo not drawn)	0.02	i
Cc1nc(N2CCN(S(=O)(=O)c3ccc(Br)cc3)CC2)c2c(C)c(C)sc2n1	0.04	i
CCOc1ccc(NC(=S)N(CCN2CCOCC2)Cc2cc3cc4c(cc3[nH]c2=O)OCCO4)cc1	1.3	i
O=C(CC1CCCCC1)N1CCN(c2ccccn2)CC1	-0.01	i
CC(=O)OC1CCC2(C)C(COc3ccc4ccc(=O)oc4c3)C(C)(O)CCC2C1(C)C (stereo not drawn)	-0.13	i
CCOC(=O)C1=C(COC(=O)CCOc2ccc(C)cc2)NC(=O)NC1C (stereo not drawn)	1.4	i
COCCNC(=O)c1ccc(N2CC3CC(C2)c2cccc(=O)n2C3)c(NC(=O)c2ccc(Br)o2)c1 (stereo not drawn)	1.7	i
Cc1cc2cc(CCNC(=O)c3c(-c4ccccc4Cl)noc3C)c(=O)[nH]c2cc1C	-0.59	i
CCC1(C)CC(C(N)=S)CCO1 (stereo not drawn)	-0.56	i
CCOC(=O)c1cnc(-n2nc(C)cc2C)nc1N1CC(C)OC(C)C1 (stereo not drawn)	-0.03	i

Part of the list above in a different format.
| canonical_smiles | Kir21 inh | KCNQ2 inh |
| --- | --- | --- |
| CCOC(=O)C1=C(COC(=O)CCOc2ccc(C)cc2)NC(=O)NC1C (stereo not drawn) | 1.4 | i |
| COCCNC(=O)c1ccc(N2CC3CC(C2)c2cccc(=O)n2C3)c(NC(=O)c2ccc(Br)o2)c1 (stereo not drawn) | 1.7 | i |

(list continues)
SMILES	Kir21 inh	KCNQ2 inh
C/C(N)=C(/C#N)C(=O)CSc1nnnn1-c1ccc(C)cc1	-0.05	i
Cn1c(CCCCCN)nc2ccccc21	0.4	i
O=C(CSCc1ccc(F)cc1)NCc1cccs1	0.35	i
CC1=CC(C#N)(C#N)C(C#N)(C#N)C(c2ccccc2)N1 (stereo not drawn)	-0.36	i
Fc1cccc(Cl)c1Cn1nnc(-c2ccc3c(c2)OCO3)n1	1.1	i
CC(=O)N1CCN(C(=O)/C(C#N)=C/c2ccc3c(c2)OCO3)CC1	0.16	i
Cc1ccc(OCc2nnc(SCC(=O)Nc3sc(C)c(C)c3C#N)n2C)cc1	0.56	i
COc1cc(OC)c(NC(=O)CCCNC(=O)Cn2cnc3sc(C)c(C)c3c2=O)cc1Cl	0.16	i
CCOC(=O)C1CCCN(C(=O)c2cc3c(=O)n(C)c4ccccc4c3n2C)C1 (stereo not drawn)	-0.33	i
O=C(Nc1nccs1)C1CC(=O)N(c2ccccc2)C1 (stereo not drawn)	1	i
Cc1ccc(-c2cc(C(F)F)nc(S(C)(=O)=O)n2)cc1	0.19	i
